# BaF3 parental: reduces parental Ba/F3 cell viability, JAK2V617F counter-screen | CellTiter-Glo ATP luminescence | inhibition, % at 5.6 µM | 220,000 tested, 1.1% active | AID 1486;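 active means inhibition above a per-campaign cutoff, the mean inhibition of all tested compounds plus 3 SD, cut at about 27% in these data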;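 further: 0% = DMSO wells and 100% = JAK Inhibitor I control wells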
# S1P4 antag: human S1P4 receptor antagonism; O95977; S1P4-expressing cells, antagonist mode, reporter read-out; inhibition, % at 4.98 µM; 220,000 tested, 0.26% active; AID 1510; in the data active means inhibition above about 29%;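 further: 0% = wells stimulated with agonist and 100% = vehicle wells without agonist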
# TRPML3 ag: activates the human TRPML3 channel; Q8TDD5; HEK293 TRPML3-YFP, Fluo-8 calcium fluorescence; 100% = the carbachol control signal; activation, % at 3 µM; 220,000 tested, 0.29% active; AID 1448;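 active means activation above its plate's cutoff, the mean activation of the plate's test wells plus 3 SD, cut at about 12% in these data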;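 further: 0% = DMSO only wells and 100% = carbachol wells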
#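 Test system – HEK293 line with stable expression of human TRPML3-YFP channel · Control set – carbachol 87 µM final as high control (100%), DMSO as low control (0%) · Signal – Fluo-8 calcium dye fluorescence, ex 470-495, em 515-575 nm · Incubation – 1-h 37 °C dye load, 5-s basal, 120-s post-compound reads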
# S1P4 agonist: agonists of human S1P4 receptor. S1P4-expressing cell line, agonist reporter assay. activation, % at 4.98 µM. 220,000 tested, 0.35% active. AID 1509; in the data active means activation above about 11%;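 further: 0% = DMSO vehicle and 100% = reference agonist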
# m-calpain inh: calpain II (pig) inhibition | purified calpain II, fluorogenic peptide substrate, 30 min | inhibition, % at 16 µM | 220,000 tested, 0.37% active | AID 1236;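 active means inhibition above about 50%, limit read from the data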
# zfTRPN1 agonist: activates the zebrafish TRPN1 channel. activation, % at 3 µM. AID 1424. 220,000 tested, 0.18% active. HEK293 zebrafish TRPN1-YFP, Fluo-8 calcium fluorescence; 100% = response to 87 µM carbachol;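 active means activation above its plate's cutoff, the mean activation of test wells on that plate plus 3 SD, cut at about 19% in these data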;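 further: 0% = DMSO alone and 100% = 87 µM carbachol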
#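 Control set: carbachol 87 µM as high control, DMSO as low control; system: HEK293 stable line with zebrafish TRPN1-YFP; read-out: % activation versus carbachol response; detection: intracellular calcium fluorescence with Fluo-8; doses: single test compound dose, 3 µM nominal, 0.3% DMSO; schedule: dye 1 h 37 °C plus 30 min RT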
# Ba/F3 V617F tox: lowers viability of Ba/F3 cells expressing EpoR and JAK2V617F; ATP luminescence; AID 1446; 220,000 tested, 1.1% active; inhibition, % at 5.6 µM;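 active means inhibition above the campaign mean plus 3 SD over all tested compounds, cut at about 24% in these data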;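 further: cytokine-independent growth of Ba/F3 cells driven by EpoR plus mutant JAK2; 0% = DMSO-treated cells and 100% = JAK inhibitor I control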
# PERK inhibitor: inhibitors of human PERK kinase; 220,000 tested, 0.17% active; AID 1416; CHO PERK-DD fusion, SEAP luminescence translation reporter; Q9NZJ5; inhibition, % at 5.6 µM;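 active means inhibition above the mean inhibition of all tested compounds plus 3 SD, set separately per screening campaign, cut at about 2.9% in these data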;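 further: PERK kinase domain activated by AP20187 dimerizer at 100 nM; 0% = DMSO with dimerizer and 100% = rapamycin at 8.4 µM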
# Target sequence (Q9NZJ5 whole entry, looked up, the tested form may be a part): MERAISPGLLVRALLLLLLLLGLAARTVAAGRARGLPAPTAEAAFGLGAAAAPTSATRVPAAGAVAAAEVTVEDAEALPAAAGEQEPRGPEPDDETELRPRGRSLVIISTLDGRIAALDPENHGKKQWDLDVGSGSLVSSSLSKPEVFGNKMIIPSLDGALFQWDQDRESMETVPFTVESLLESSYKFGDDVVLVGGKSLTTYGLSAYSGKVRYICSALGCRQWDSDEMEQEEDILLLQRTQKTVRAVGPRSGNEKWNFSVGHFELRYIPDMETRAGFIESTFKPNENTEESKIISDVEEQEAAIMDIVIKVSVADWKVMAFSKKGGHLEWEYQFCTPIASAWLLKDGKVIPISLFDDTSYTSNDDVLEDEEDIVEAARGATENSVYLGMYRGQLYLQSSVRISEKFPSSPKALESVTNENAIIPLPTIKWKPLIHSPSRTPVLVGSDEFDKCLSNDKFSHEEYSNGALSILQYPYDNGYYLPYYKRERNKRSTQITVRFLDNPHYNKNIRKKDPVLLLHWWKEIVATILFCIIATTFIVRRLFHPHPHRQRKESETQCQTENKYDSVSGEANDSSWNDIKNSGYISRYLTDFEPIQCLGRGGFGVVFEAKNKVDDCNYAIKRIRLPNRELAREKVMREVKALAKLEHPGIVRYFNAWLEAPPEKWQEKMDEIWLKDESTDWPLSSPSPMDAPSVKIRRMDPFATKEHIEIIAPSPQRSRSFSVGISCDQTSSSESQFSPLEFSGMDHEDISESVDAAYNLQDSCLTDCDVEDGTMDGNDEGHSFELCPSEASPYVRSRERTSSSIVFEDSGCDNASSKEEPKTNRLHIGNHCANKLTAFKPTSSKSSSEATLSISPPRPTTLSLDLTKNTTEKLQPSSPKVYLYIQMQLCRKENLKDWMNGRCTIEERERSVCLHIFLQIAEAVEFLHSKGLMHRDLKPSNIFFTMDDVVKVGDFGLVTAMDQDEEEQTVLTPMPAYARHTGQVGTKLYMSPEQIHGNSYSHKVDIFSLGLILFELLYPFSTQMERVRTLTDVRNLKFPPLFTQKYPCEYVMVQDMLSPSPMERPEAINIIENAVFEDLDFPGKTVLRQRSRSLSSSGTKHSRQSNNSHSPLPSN
# EP2 mod: modulators of human EP2 prostaglandin E2 receptor; AID 940; 260,000 tested, 0.83% active; EP2-expressing cells, cAMP HTRF FRET, PGE2 co-stimulation; P43116; induction, % at 25 µM;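 active means compounds whose cAMP rise, as percent of the full-agonist control response, exceeds 60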;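 further: rat C6 glioma line stably carrying human EP2 under a CMV promoter; the protocol text gives 20 µM as final concentration; 100% = response of wells given 1 µM PGE2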
# * = called active by the depositor; i = inactive; & = joins results of further samples.
# The opening 2 entries as a preview:
SMILES,BaF3 parental,S1P4 antag,TRPML3 ag,S1P4 agonist,m-calpain inh,zfTRPN1 agonist,Ba/F3 V617F tox,PERK inhibitor,EP2 mod
O=C(CSc1nc2sc3c(c2c(=O)n1-c1ccccc1)CCCC3)NCc1ccco1,-1,-6,0.7,1.8,-15,0.6,-5,0.4,9
O=C(CCc1nc(-c2ccccc2)no1)NCc1cccnc1,3,-4,1.0,0.4,-20,-0.1,1,-0.3,35

# The list itself, from the first entry:
SMILES,BaF3 parental,S1P4 antag,TRPML3 ag,S1P4 agonist,m-calpain inh,zfTRPN1 agonist,Ba/F3 V617F tox,PERK inhibitor,EP2 mod
O=C(CSc1nc2sc3c(c2c(=O)n1-c1ccccc1)CCCC3)NCc1ccco1,-1,-6,0.7,1.8,-15,0.6,-5,0.4,9
O=C(CCc1nc(-c2ccccc2)no1)NCc1cccnc1,3,-4,1.0,0.4,-20,-0.1,1,-0.3,35
CC(C)NC(=O)/C=C/C(=O)O,3,-6,0.6,0.0,-35,0.2,-1,0.4,42
COc1ccc(N2C(=O)C3CCCN3C2c2ccccc2OC)cc1 (stereo not given),5,-1,0.7,1.6,-5,1.6,-2,0.5,2
CCOC(=O)Nc1ccc2c(c1)N(C(=O)N(C)C)c1ccccc1CC2,2,5,0.9,1.7,-16,0.2,1,-1.3,-2
Clc1ccc(C2C3=C(Nc4ncnn42)c2ccccc2CC3)cc1 (stereo not given),6,-5,0.4,-2.2,-5,-0.7,3,-0.6,-6
CCCN(CCC)CCCn1c(=O)[nH]c2ccccc21,2,-15,0.9,0.9,7,-1.3,-1,-0.7,2
CCOCCCNCc1cn(-c2ccc(F)cc2F)nc1-c1ccccc1C,5,7,0.8,-1.1,18,-0.2,2,-0.1,9
CCN1CCCC1CNC(=S)Nc1ccc(C(C)=O)cc1 (stereo not given),2,-2,1.2,0.9,-7,1.6,4,0.5,-34
Cc1cccc(NC(=O)C2(c3ccccc3)CC2(Cl)Cl)c1 (stereo not given),-1,-1,0.2,0.7,29,-1.1,-1,-0.2,19
CCCCc1ccc(NC(=S)NCC2CCCO2)cc1 (stereo not given),10,-20,2.6,1.0,14,2.2,-2,0.7,1
CCc1cccc(C)c1NC(=O)C1CCCO1 (stereo not given),1,-2,0.3,2.3,2,1.2,-4,0.1,-4
O=C(NCc1ccccn1)C1CCN(Cc2cccc(OCc3ccccc3)c2)CC1,3,-20,0.6,0.9,-5,-1.6,-2,-1.4,9
Cc1cccc(NC(=O)CSC(N)=O)c1C,-1,13,-0.8,0.7,-12,-0.3,1,0.6,-10
COC(=O)N(NC(=O)C(O)(CCC(C)C)CCC(C)C)c1ccccc1,3,0,0.3,0.9,19,0.6,1,-0.3,36
CC1CCN(S(=O)(=O)c2ccc3ccccc3c2)CC1,6,-1,22*,0.5,-3,-0.4,4,-1.2,-39
CCCN(CCC)CC(=O)N1CC(=O)Nc2ccccc21,-4,5,0.8,0.0,5,-1.4,-3,1.5,10
Cc1onc(-c2ccccc2)c1C(=O)N1CCOCC1,2,-13,0.8,4.5,26,-0.9,-3,1.2,5
COc1cccc(CNS(=O)(=O)/C=C/c2ccc(OC)c(OC)c2)c1,0,-6,0.3,0.9,-20,0.3,-2,-0.2,18
O=C(NC1CCCC1)c1ncn[nH]1,1,-7,1.1,2.0,-3,1.0,-1,0.2,5
O=C(Cc1ccccc1Cl)Nc1cccnc1,6,-11,0.6,0.4,-29,0.5,0,-0.1,13
O=S(=O)(Cc1ccccc1Cl)CC(O)COc1ccccc1Cl (stereo not given),1,2,0.2,-1.6,-23,-1.6,-4,0.7,-12
Cc1cccc(SC2CCN(Cc3nc(CC4CC4)no3)CC2)c1,-3,-5,0.2,-0.7,15,-1.0,-3,2.1,19
Cc1ccccc1-n1nc(-c2ccc(N)cc2)cc1N,2,-6,-0.4,1.0,9,0.3,-1,-0.2,7
CN1CCN(CC(=O)Nc2cccc([N+](=O)[O-])c2)CC1,2,-22,1.0,1.1,21,1.7,-3,1.7,-3
O=[N+]([O-])c1ccc(Nc2ccccc2F)nc1,1,5,0.4,0.4,8,-0.5,3,0.8,-83&-34
COc1cccc(CN2CCN(C3CCOCC3)CC2CCO)c1 (stereo not given),-2,8,0.8,0.4,3,0.9,0,1.7,8
Cc1cc(C(=O)CC#N)c(C)n1CC(F)(F)F,1,3,0.2,0.8,-10,-0.3,-3,0.0,-3
CC1CN(C(=O)C(C)N2CCN(c3ccccc3Cl)CC2)CC(C)O1 (stereo not given),1,-12,1.1,1.3,3,0.8,3,0.9,28
Nc1nnnn1/N=C/c1ccccc1OCc1ccccc1,3,-25,-1.7,-1.6,-24,-1.2,3,-1.3,12
Cc1ccc(OCc2n[nH]c(=S)n2-c2ccccc2)cc1,10,4,0.7,-0.1,-5,-0.5,2,0.9,16
CC(C)(C)c1ccc(-c2noc(C(=O)NN)n2)cc1,-1,-25,1.3,0.9,-9,0.5,0,0.9,8
O=C(N1CCOCC1)N1CCN(S(=O)(=O)N2CCCCC2)CC1,5,-7,0.1,1.0,15,0.8,-2,0.7,16
CN(C)CCOc1ncnc2c1oc1ccccc12,3,9,1.2,0.7,7,1.3,-1,0.0,0
CCS(=O)(=O)N1CCN(c2ccc([N+](=O)[O-])c(NCc3cccnc3)c2)CC1,4,3,1.0,1.1,4,2.2,0,0.2,-18
O=Cc1ccccc1-n1cncn1,0,-25,0.5,0.7,9,0.5,0,1.1,6
CSc1sc(C(=O)O)c(C)c1C(C)=O,3,0,0.5,-2.7,-12,-0.9,-5,1.2,10
Cn1c(CNc2nc3ccccc3n2C)nc2ccccc21,3,-13,0.3,1.1,3,-0.8,2,-1.2,17
COc1ccc([N+](=O)[O-])cc1NC(=O)CN(C)S(=O)(=O)c1ccccc1,4,-4,-0.1,-0.2,3,-1.0,-1,0.1,-36
CC(=O)c1ccc(-c2ccc(C(=O)N3CCCc4ccccc43)o2)cc1,6,-17,-0.5,0.0,28,-1.1,3,-0.1,-13
CCN1CCN(Cc2c(O)ccc3c(=O)c(-c4ccccc4OC)coc23)CC1,1,-18,0.6,0.0,i,-0.3,-2,-1.1,28
O=C(COc1ccccc1F)NC1CC1,5,-14,0.3,1.7,-17,-0.4,1,0.3,21
CC(=O)NCc1ccc2[nH]c(C)cc2c1,7,-4,0.4,-4.8,-8,0.2,-1,1.1,2
Clc1ccc(-c2cnc(Oc3ccccc3)nc2)cc1,7,-2,0.4,-1.8,30,-0.2,4,0.3,8
CC(=O)NC(CCS(C)(=O)=O)C(=O)Nc1ccc2c(c1)OCO2 (stereo not given),7,-7,1.3,-0.1,6,0.9,2,2.0,18
Cc1cc(/C=N/NC(N)=S)c(C)n1-c1ccc(Cl)c(Cl)c1,11,-19,-0.5,2.5,10,-0.5,6,-0.6,-15
CCOC(=O)c1ccc(-n2ncc(C(=O)OCC)c2N)cc1,6,5,0.5,-1.5,16,0.7,0,0.3,12
CN(CCCN1CCOCC1)Cc1nc(-c2ccccc2)no1,3,4,0.6,1.4,-15,2.4,-2,1.3,12
O=C(CCC(=O)OCC(=O)c1ccc(Br)cc1)Nc1cccc2cccnc12,3,-7,0.3,0.4,3,1.5,-1,1.8,-7
CC1CCCCC1NC(=O)/C(C#N)=C/C=C/c1ccccc1[N+](=O)[O-] (stereo not given),-2,-18,0.2,0.1,-63,0.5,-2,-0.1,-6

# Continued; it opens with the three that closed the last part.
SMILES,BaF3 parental,S1P4 antag,TRPML3 ag,S1P4 agonist,m-calpain inh,zfTRPN1 agonist,Ba/F3 V617F tox,PERK inhibitor,EP2 mod
CN(CCCN1CCOCC1)Cc1nc(-c2ccccc2)no1,3,4,0.6,1.4,-15,2.4,-2,1.3,12
O=C(CCC(=O)OCC(=O)c1ccc(Br)cc1)Nc1cccc2cccnc12,3,-7,0.3,0.4,3,1.5,-1,1.8,-7
CC1CCCCC1NC(=O)/C(C#N)=C/C=C/c1ccccc1[N+](=O)[O-] (stereo not given),-2,-18,0.2,0.1,-63,0.5,-2,-0.1,-6
CCOC(=O)c1c(-c2cccs2)csc1NC(=O)CN(CC)CC,2,-6,-1.7,1.7,-8,-1.0,-3,-0.5,52
Cc1cccc2nc(-c3cccnc3)c(Nc3ccccc3)n12,3,-11,5.9,-0.6,-5,11,1,0.9,-16
O=C1CCCc2nn(-c3ccccc3)c(-c3ccncc3)c21,1,10,0.3,0.5,9,0.3,2,0.5,4
CCOC(=O)C1CCN(Cc2ccc(Cl)c(Cl)c2)CC1,5,-12,0.2,2.6,-26,-1.4,3,0.4,-1
Cc1cc(=O)n(C)c(=O)n1CCCCCN1CCCC1,4,-22,1.1,1.1,-4,0.5,1,0.8,6
O=c1c2ccccc2nc(-c2ccco2)n1-c1nc2ccccc2s1,6,-21,-0.1,0.3,-8,-0.3,2,-0.6,9
COc1ccc(/C=C/C(=O)OCC(=O)N2CC(=O)Nc3ccccc32)cc1,5,-15,1.4,1.9,-8,0.0,-2,0.6,-17
O=C(CN1CCN(c2cccc(Cl)c2)CC1)Nc1ccc([N+](=O)[O-])cc1C(=O)Nc1ccccc1F,3,-17,1.3,-2.3,-6,0.6,-1,-0.4,53
CC(=O)c1ccc(NC(=O)C(C)Sc2ccccn2)cc1 (stereo not given),7,-14,0.1,2.5,17,0.2,-1,0.9,-7
CCOCCN1CCN(c2c(C)c(C)nc3cc(-c4cc(OC)cc(OC)c4)nn23)CC1,1,13,-0.2,-2.7,-87,-0.7,-4,-0.7,22
Nc1ccc2c(c1)C(=O)N(CC1CCCO1)C2=O (stereo not given),3,-29,1.0,-2.0,-13,1.1,4,0.5,0
Cn1c(C(=O)NCc2ccco2)cc2c(=O)[nH]c3ccccc3c21,6,-20,0.6,0.2,-14,1.1,1,-0.9,-10
Cc1ccc(-c2csc3nc(SCC(N)=O)n(Cc4ccccc4)c(=O)c23)cc1,6,-23,-0.2,0.2,8,0.5,0,-0.2,39
COc1ccc(-c2cc(-c3ccc(Br)cc3)nc3ncnn23)cc1OC,6,-8,0.1,1.3,i,-0.3,3,-1.6,3
Cc1ccc(-c2noc(CCC(=O)NC3CCCc4ccccc43)n2)cc1 (stereo not given),4,-19,-0.6,0.5,2,0.9,-1,0.1,-16
CCC(CC)NC(=O)Cc1ccc(F)cc1,11,6,0.8,0.6,20,0.4,3,0.2,4
CCCc1nc(SCC(=O)NCc2ccco2)c2c(=O)n(C)c(=O)n(C)c2n1,7,-6,-0.3,-0.9,-10,0.0,3,-0.4,-16
Cc1ccc2nc(NC(=O)C3CCCN(S(=O)(=O)c4cccc5nonc45)C3)sc2c1 (stereo not given),-4,-1,-0.7,-0.5,-50,2.4,0,1.1,-18
CCCOC(=O)c1ccc(NC(=O)/C=C/c2cccs2)cc1,0,-10,1.4,0.6,27,3.4,-3,0.0,-48
COc1ccc(/C=N/NC(=O)CCN2CCN(c3ccccc3)CC2)c(OC)c1OC,3,-12,0.6,-1.9,-28,0.0,0,0.0,-18
CCCC(=O)Nc1ccc(-c2csc(NNC(C)=O)n2)cc1,1,0,-0.1,-1.4,8,0.4,2,1.5,-23
O=c1c2cc(N3CCOCC3)ccc2[nH]c(=S)n1Cc1ccccn1,4,-3,0.2,-1.0,i,1.4,2,1.3,10

# Compound activity as filed in PubChem.

# Compounds were not picked by outcome; overall some 3.6% were active at least once.
